Source: PubChem
ASAP1 GAP inh: inhibitors of human ASAP1 ArfGAP activity, primary screen, biochemical, fluorescence polarization; AID 624377, 2012; 360,000 tested, 0.19% active; ASAP1-stimulated ARF1 GTP hydrolysis, GDP FP detection; inhibition, % at 16.5 µM; Arf-GAP with SH3 domain, ANK repeat and PH domain-containing protein 1 (Homo sapiens), …; in the data active means inhibition above about 25%;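 further: 0% = vehicle with enzyme and substrate and 100% = no enzyme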
Target sequence (Q9ULH1 325-724 limits assumed): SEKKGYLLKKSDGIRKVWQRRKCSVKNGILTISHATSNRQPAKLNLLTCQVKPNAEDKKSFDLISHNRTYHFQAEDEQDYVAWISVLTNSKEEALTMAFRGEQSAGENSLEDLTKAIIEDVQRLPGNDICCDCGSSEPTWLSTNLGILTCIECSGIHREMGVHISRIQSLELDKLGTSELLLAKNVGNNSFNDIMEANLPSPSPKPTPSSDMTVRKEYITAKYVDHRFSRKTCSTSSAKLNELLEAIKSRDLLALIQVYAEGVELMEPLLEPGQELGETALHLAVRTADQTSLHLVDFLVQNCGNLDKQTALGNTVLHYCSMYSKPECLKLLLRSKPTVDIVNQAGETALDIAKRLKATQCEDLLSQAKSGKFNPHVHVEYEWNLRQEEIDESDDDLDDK
rCAG RNA binder: binders of r(CAG) RNA repeats, primary screen, biochemical, fluorescence; inhibition, % at 3 µM; r(CAG) RNA repeat, TO-PRO-1 dye displacement fluorescence; AID 651821, 2012; 370,000 tested, 1.3% active;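 active means inhibition above the plate cutoff, the mean of all test compounds on that plate plus 3 SD, cut at about 35% in these data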;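 further: 0% = DMSO alone and 100% = 100 µM mitoxantrone as full dye displacement; higher means more dye released from RNA so lower well fluorescence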
FXN GAA850 act: FXN promoter activators, primary screen, cell-based, luciferase luminescence, HEK293 lucGAA850. HEK293 lucGAA850 FXN promoter luciferase reporter, 24 h; percent of 10 µM SAHA response. activation, % at 6 µM. 360,000 tested, 0.56% active. AID 540364, 2011;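 active means activation above the average of all compounds screened plus 3 SD, cutoff fixed separately per campaign, cut at about 7.5% in these data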;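 further: 0% = DMSO wells and 100% = 10 µM SAHA wells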
ARFGAP1 inhibitor: inhibitors of rat ARFGAP1 GAP activity, primary screen, biochemical, fluorescence polarization, GDP tracer; ADP-ribosylation factor GTPase-activating protein 1 (Rattus norvegicus), Q62848; Arfgap1-stimulated ARF1 GTP hydrolysis, GDP FP detection; inhibition, % at 16.5 µM; 360,000 tested, 0.26% active;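 active means inhibition above a per-plate limit, mean inhibition of low control wells plus 3 SD, cut at about 25% in these data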;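 further: 0% = DMSO wells with enzyme and 100% = wells lacking Arfgap1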
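Assay system: Rat Arfgap1 GAP domain (His6, aa 1-136), purified enzyme | Buffer or medium: HEPES 25 mM pH 7.5, NaCl 150 mM, MgCl2, DTT | Schedule: GTP hydrolysis reaction 2 h at 25 °C | Signal: FP of antibody-bound GDP Alexa 633 tracer, ex 620/em 688 nm | Measure: Percent inhibition of Arfgap1-stimulated GTP hydrolysis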
ADAM10 inh: human ADAM10 inhibitors, primary screen, biochemical, QFRET, HTS | 370,000 tested, 0.62% active | recombinant ADAM10, EDANS/DABCYL FRET peptide cleavage, 3 h | AID 720582, 2013 | inhibition, % at 7 µM;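 active means inhibition above a per-campaign cutoff equal to the mean of compounds falling between control-based bounds plus 3 SD, cut at about 20% in these data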;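 further: 0% = DMSO wells while the 100% control is not disclosed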
Target sequence (O14672 214-748 limits assumed): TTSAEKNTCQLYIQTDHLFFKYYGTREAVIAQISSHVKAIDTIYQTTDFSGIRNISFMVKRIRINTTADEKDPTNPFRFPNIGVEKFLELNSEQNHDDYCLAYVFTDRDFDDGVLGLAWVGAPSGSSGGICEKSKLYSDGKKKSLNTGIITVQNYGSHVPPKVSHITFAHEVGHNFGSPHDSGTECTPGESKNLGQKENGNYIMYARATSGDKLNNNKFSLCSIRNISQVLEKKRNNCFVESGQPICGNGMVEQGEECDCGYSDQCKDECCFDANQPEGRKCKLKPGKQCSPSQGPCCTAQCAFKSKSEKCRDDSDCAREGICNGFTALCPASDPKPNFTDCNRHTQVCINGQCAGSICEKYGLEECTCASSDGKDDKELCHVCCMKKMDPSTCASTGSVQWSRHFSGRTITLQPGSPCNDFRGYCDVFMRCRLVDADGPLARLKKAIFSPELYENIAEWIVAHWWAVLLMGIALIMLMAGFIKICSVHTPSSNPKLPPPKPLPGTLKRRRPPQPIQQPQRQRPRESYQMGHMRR
Tn6 DDE FP: inhibitors of Tn6 peptide binding to fibrin DD(E), primary screen, biochemical, fluorescence polarization, human fibrin, Tn6 probe. Fibrin DD(E) TRITC-Tn6 fluorescence polarization displacement. inhibition, % at 8.3 µM. 370,000 tested, 0.21% active. AID 720509, 2013;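 active means inhibition above a per-campaign cutoff: mean of compounds within control limits plus 3 SD, cut at about 15% in these data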;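 further: 0% = median of all compound wells on the plate and 100% = blocking peptide control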
KLK7 zymogen act: proKLK7 zymogen activators, primary screen, biochemical, fluorescence intensity; Kallikrein-7 (Homo sapiens), P49862; purified proKLK7, EDANS-DABCYL substrate fluorescence; 100% is mature enzyme control, 0% vehicle; activation, % at 7 µM; 370,000 tested, 0.9% active;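 active means activation above the mean of all tested compounds plus 3 SD, computed per campaign excluding outliers beyond control limits, cut at about 13% in these data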
HGIII-sPLA2 inh: human group III sPLA2 inhibitors, primary screen, biochemical, QFRET, BODIPY PC-A2 liposome substrate; Group 3 secretory phospholipase A2 (Homo sapiens), Q9NZ20; QFRET BODIPY PC-A2 liposome hydrolysis, fluorescence; inhibition, % at 12.2 µM; 370,000 tested, 0.56% active; AID 743126, 2013;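 active means inhibition above mean plus 3 SD of compounds lying within the high and low control bounds, cut at about 19% in these data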;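 further: 0% = median of test compound wells and 100% = no enzyme DMSO wells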
NPR2 activator: human GC-B receptor activators, primary screen, HEK293 GC-B cells, cGMP TR-FRET, EC30 CNP; activation, % at 10 µM; 370,000 tested, 0.11% active; Atrial natriuretic peptide receptor 2 (Homo sapiens), P20594; 0% at EC30 CNP, 100% saturating CNP; AID 1920062, 2024;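 active means activation at 10 µM reaching about 35% in either raw or pattern-adjusted values, limit read from the data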
NPR1 activator: GC-A stimulated cGMP production enhancers – HEK293 GC-A cells, cGMP TR-FRET, EC30 ANP, primary screen; activation, % at 10 µM; AID 1671463, 2021; 0% at EC30 ANP, 100% saturating ANP; 370,000 tested, 0.14% active; in the data active means activation above about 40%
The depositor's hits bear a star; nt = not tested or not shown.

SMILES	ASAP1 GAP inh	rCAG RNA binder	FXN GAA850 act	ARFGAP1 inhibitor	ADAM10 inh	Tn6 DDE FP	KLK7 zymogen act	HGIII-sPLA2 inh	NPR2 activator	NPR1 activator
CN(Cc1ccccc1)C(=O)c1ccc(NC(=O)C2CCCN(C(=O)OC(C)(C)C)C2)cc1 (stereo not drawn)	-1	-7	-1.3	2	5	4	0.4	-28	7	3
CCOC(=O)C1=CCN(S(=O)(=O)c2ccc(Br)cc2)C1c1cccc(C)c1 (stereo not drawn)	-6	3	nt	12	-1	-6	0.2	-5	-1	-6
CSCCC(C(=O)N1C[C@]2(C)C[C@H]1CC(C)(C)C2)N1C(=O)c2ccccc2C1=O (stereo partly drawn)	0	-11	3.6	0	-2	1	-0.6	-7	-1	-4
Cc1ccc(C(=O)Oc2cccnc2)cc1[N+](=O)[O-]	8	1	4.3	-1	0	-5	0.3	2	-3	1
CC1(C)CC(=O)C(CC2=C(O)CC(C)(C)CC2=O)C(=O)C1	6	-1	1.6	9	-24	-1	-0.7	-1	4	2
Cc1cccc(CSCc2ccc(C(=O)O)o2)c1	-8	0	-0.9	4	-1	6	0.2	0	-4	-1
CC1(c2ccc(NC(=O)c3ccccc3F)cc2)CC1(Cl)Cl (stereo not drawn)	7	-4	6.0	-1	6	0	0.1	3	-3	0
Cc1ccc(S(=O)(=O)N2CCCCC2)cc1C(=O)N(C)CC(=O)Nc1ccc(Cl)c(C(F)(F)F)c1	-1	2	-2.9	-7	5	11	-0.1	0	0	-4
O=C(NC1(C(F)(F)F)N=C2SCCN2C1=O)c1cccnc1 (stereo not drawn)	2	2	3.3	13	-7	-1	-0.6	8	-1	5
COc1ccc(NCC(=O)N/N=C/c2cc([N+](=O)[O-])ccc2N2CCCC2)cc1	1	17	3.9	-10	8	5	-0.4	1	4	9
Cc1ccc2cc(F)ccc2n1	0	0	nt	10	-4	0	-0.5	9	0	-1
OC(Cc1ccncc1)c1ccccc1Cl (stereo not drawn)	2	2	-1.7	3	3	7	0.3	0	4	-2
Cn1c(NC(=O)c2ccc(Br)o2)cc(=O)n(C)c1=O	8	2	-0.7	15	1	4	-0.1	1	0	3
Cc1nc2ccccc2nc1OCC(=O)Nc1ccccc1	-12	0	1.5	2	-12	-3	-0.2	0	-1	6
O=C(COc1ccc2ccc(=O)oc2c1)NC1CCCCC1	-2	1	-0.8	0	-282	-12	-0.7	8	5	3
CCCn1c(=O)[nH]c(=O)c2c1nc(-c1cccs1)n2CCOC	-8	-2	4.0	5	-123	2	-0.4	0	2	-1
O=C(NNc1cccc(Cl)n1)Nc1ccccc1Cl	3	2	-0.5	4	-2	-5	-0.4	1	-2	5
Fc1cccc(/C=N/NC(=S)Nc2ccccc2Cl)c1	-14	5	5.8	0	10	4	-0.7	3	2	5
CC(=O)NCCCc1nc2ccccc2n1Cc1ccccc1C	4	-5	0.7	-4	8	-1	-0.5	-3	6	8
CC1=C(C(=O)N(C)C)C(c2ccc(N3CCOCC3)cc2)NC(=O)N1 (stereo not drawn)	-2	1	1.9	7	-4	-8	-0.4	-1	1	-2
CC(C)(C)c1ccc(OCCNC(=S)NC(=O)c2cccnc2)cc1	2	-2	0.0	11	-5	-1	0.0	7	0	1
COc1ccc(CN(C)CCCn2cnc3c(SC)ncnc32)cc1OC	-17	1	1.5	-8	0	3	0.0	-2	3	0
CC(=O)N(C)c1ccc(NC(=O)CCN2C(=O)c3ccccc3C2=O)cc1	-14	-5	-0.3	7	-1	-5	-0.5	6	-1	4
CN(C)CCNS(=O)(=O)c1ccc(N2CCc3ccccc32)c([N+](=O)[O-])c1	1	3	0.1	5	7	6	-0.3	-5	-11	-14
CCOC(=O)C1=C(COC(=O)CNC(=O)c2ccc(C(C)(C)C)cc2)NC(=O)NC1C (stereo not drawn)	-5	-8	2.3	-9	-3	-4	0.5	1	3	2
COc1cccc(/C=C/C(=O)N2CCN(c3ccccn3)CC2)c1	5	-4	0.3	20	-3	-1	-0.1	2	-7	3
C[C@]12CCC3c4ccc(O)cc4CCC3C1CC/C2=N\N (stereo partly drawn)	-7	1	0.3	-9	-4	-5	0.2	1	1	3
Cc1ccc(CNC(=O)c2cccc3c2C(=O)c2ccc(N4CCC(C)CC4)cc2S3(=O)=O)cc1	-11	-1	0.1	-10	10	-2	-0.7	-5	4	2
CC1CCCC(NC(=O)COC(=O)COc2ccc(Br)cc2)C1C (stereo not drawn)	12	-2	-2.1	-6	-6	4	-0.5	0	-5	2
O=C(NC1CCCC1)c1ccc(CS(=O)(=O)c2ccc(Cl)cc2)o1	-23	-3	-2.5	1	2	1	0.3	-9	-1	2
CCOC(=O)[C@H]1[C@H]2COc3ccccc3[C@@H]2N2C(=O)c3cc(Br)ccc3NC(=O)[C@@]12C	2	3	-9.1	-1	14	3	0.5	5	-10	-5
CCOc1cc(NC(=S)NCC2CCCO2)c(OCC)cc1NC(=O)c1cccc(F)c1 (stereo not drawn)	3	-4	4.1	10	-10	5	-0.1	7	3	-5
Cc1cc(C)n(CC(=O)N2CCCC(C(=O)c3cccc(OC(C)C)c3)C2)n1 (stereo not drawn)	6	-11	0.3	5	-11	7	0.3	-3	-2	-1
O=[N+]([O-])c1ccc(N2CCN(c3ccccc3F)CC2)c(S(=O)(=O)N2CCOCC2)c1	-12	-3	0.8	3	3	-1	0.6	4	-6	-9
CC(=O)NCCCNC(=S)NCCCN(Cc1ccc(Cl)cc1)c1ccc(Br)cn1	7	5	-2.1	-7	-5	-6	-0.1	15	-1	-9
Cc1c(Cl)cccc1NC(=O)c1ccc(-n2ccnc2)nc1	-7	3	2.1	17	-2	6	-0.3	4	8	8
CCOC(=O)c1c(-c2cccs2)csc1N	13	0	1.8	2	3	-2	1.1	2	1	-3
O=C(CSc1nnc(CNC(=O)C23CC4CC(CC(C4)C2)C3)n1-c1ccc(F)cc1)Nc1ccc(F)cc1	2	1	-0.2	3	1	1	-0.1	-29	0	0
COc1cccc(/C=N/NC(=O)CN2CC(c3ccccc3)CC2=O)c1O (stereo not drawn)	6	3	0.4	-3	-9	0	-7.5	-13	4	3
CCOC(=O)C1CCCN(C(=O)CCNS(=O)(=O)c2ccc3c(c2)CCC(=O)N3)C1 (stereo not drawn)	11	0	0.9	-4	1	6	-0.3	7	4	0
OC(CNCCc1ccc(C(F)(F)F)cc1)COc1cccc2ccccc12 (stereo not drawn)	10	7	0.0	21	2	0	0.0	-13	-4	-7
CCCN(C(=O)COC(=O)Cn1c(=O)oc2ccccc21)c1c(N)n(Cc2ccccc2)c(=O)[nH]c1=O	-1	-3	1.7	8	2	-9	-0.1	-1	7	1
CCOC(=O)C1=C(COC(=O)/C=C/c2ccc(OC)cc2OC)NC(=O)NC1C (stereo not drawn)	6	-11	1.0	-9	-19	4	0.6	-4	1	4
COC(=O)c1cccc(-n2nnnc2SCC(=O)Nc2cc(C)on2)c1	-5	-1	-1.3	-3	4	-1	0.1	-3	-3	-1
O=C(CCc1ccccc1)NNC(=O)Cc1ccc(Cl)cc1	0	-2	2.4	5	-10	-4	0.4	4	3	0
CCC(=O)c1cc(F)c(N2CCN(S(=O)(=O)c3ccccc3)CC2)cc1C	18	-4	4.0	3	3	-6	-0.2	-7	3	6
CCc1cc(C(=O)NNC(=S)NCc2ccccc2)cs1	-2	2	4.3	-8	1	-3	0.3	3	1	4
O=C(Nc1ccncc1)c1cncc(Br)c1	3	-3	1.4	2	-7	-3	-0.6	6	-6	-3

Some of these compounds in order of the ASAP1 GAP inh value, falling.
molecule	ASAP1 GAP inh
CCOC(=O)C1CCCN(C(=O)CCNS(=O)(=O)c2ccc3c(c2)CCC(=O)N3)C1 (stereo not drawn)	11
Cc1cc(C)n(CC(=O)N2CCCC(C(=O)c3cccc(OC(C)C)c3)C2)n1 (stereo not drawn)	6
CC(=O)NCCCc1nc2ccccc2n1Cc1ccccc1C	4
O=C(NNc1cccc(Cl)n1)Nc1ccccc1Cl	3
O=C(CCc1ccccc1)NNC(=O)Cc1ccc(Cl)cc1	0
CCCn1c(=O)[nH]c(=O)c2c1nc(-c1cccs1)n2CCOC	-8

(list continues)
SMILES	ASAP1 GAP inh	rCAG RNA binder	FXN GAA850 act	ARFGAP1 inhibitor	ADAM10 inh	Tn6 DDE FP	KLK7 zymogen act	HGIII-sPLA2 inh	NPR2 activator	NPR1 activator
CN(Cc1ccccc1C#N)S(=O)(=O)c1cccs1	1	4	0.2	1	-3	-6	0.2	0	-1	1
COc1cc(OC)cc(-c2c(Sc3ccccc3)c3cc(-c4ccc(OC)c(F)c4)ccc3n2C)c1	-4	5	nt	-6	-1	-2	-0.1	9	-1	1
CO/N=C(/CNC(=O)c1ccccc1Cl)c1ccc(Cl)cc1	-5	1	2.2	2	4	-1	0.1	-1	-1	1
O=C(Nc1ccccc1)C1CC(=O)N(C2CCCCC2)C1 (stereo not drawn)	5	-6	-0.1	10	4	-4	0.1	5	2	-1

For convenience, some entries already given:
SMILES	ASAP1 GAP inh	rCAG RNA binder	FXN GAA850 act	ARFGAP1 inhibitor	ADAM10 inh	Tn6 DDE FP	KLK7 zymogen act	HGIII-sPLA2 inh	NPR2 activator	NPR1 activator
O=C(Nc1ccncc1)c1cncc(Br)c1	3	-3	1.4	2	-7	-3	-0.6	6	-6	-3
CN(Cc1ccccc1C#N)S(=O)(=O)c1cccs1	1	4	0.2	1	-3	-6	0.2	0	-1	1
COc1cc(OC)cc(-c2c(Sc3ccccc3)c3cc(-c4ccc(OC)c(F)c4)ccc3n2C)c1	-4	5	nt	-6	-1	-2	-0.1	9	-1	1
CO/N=C(/CNC(=O)c1ccccc1Cl)c1ccc(Cl)cc1	-5	1	2.2	2	4	-1	0.1	-1	-1	1
O=C(Nc1ccccc1)C1CC(=O)N(C2CCCCC2)C1 (stereo not drawn)	5	-6	-0.1	10	4	-4	0.1	5	2	-1
